T cell modulator – modulators of CD8 T cell-vesicle binding, primary screen, mouse 2C CD8+ T cells, flow cytometry | calls only at 7 µM | 2C CD8+ T cell-vesicle binding; active compounds read low | AID 2052, 2009 | 330,000 compounds, 0.068% hits;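 active = response, share of CD8 T cells binding vesicles, and their 90th percentile fluorescence all below set limits, cut at about 80% in these data, passing the limit was not always enough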
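Material: 2C TCR transgenic mouse naive CD8+ T cells, MACS-purified. Also added: QL9-charged Drosophila Ld/ICAM-1/B7-1 vesicles. Timing: binding 1.5 h at 37 °C. Measured by: high-throughput flow cytometry with anti-B7-1 and anti-CD8 staining. Read-out: percent CD8+ FL2 mean versus row control. Controls: Unloaded micro-vesicles (low), QL9 vesicles with 0.7% DMSO (high).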
Hep lipid drop – inhibitors of hepatocyte lipid droplet formation, primary screen, imaging, high-throughput imaging, BODIPY stain; inhibition, % at 6.5 µM; AML12 mouse hepatocytes, oleate lipid droplets; AID 1656, 2009; 240,000 compounds, 0.4% hits;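 active = lipid droplet intensity inhibited by at least 50%, with more than 500 cells counted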
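Assay system: AML12 hepatocytes (mouse); Probe or stimulus: oleic acid at 100 µM to induce lipid droplet formation; Dosing: compound at 6.5 µM only; Schedule: compound with oleate, overnight; Detection: fluorescence imaging, 20x objective, two fields per well; Measure: % inhibition of lipid droplet signal.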
Myeloid diff MLP – induction of myeloid progenitor differentiation, primary screen, cell-based, flow cytometry, MLPCN library; 360,000 compounds, 1% hits; calls only at 10 µM; ER-HoxA9 myeloid progenitors, lysozyme-GFP differentiation;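 active = normalized GFP-positive differentiation at or above the plate's own cutoff, the solvent-only control mean plus 3 SD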;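 note: cells exposed to compound for four days before flow analysis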
bCat nuc transl – modulators of beta-catenin nuclear translocation, primary screen, imaging, HeLa cells, immunofluorescence, high-content; 190,000 compounds, 0.3% hits; nuclear translocation activity, % at 5 µM;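 active = nuclear translocation activity above 50% at 5 µM, with a well cell count of 50 or more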;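 note: per-cell ratio of nuclear to cytoplasmic median beta-catenin stain intensity; plate controls were DMSO negative control for no effect and GSK-3 inhibitor IX positive control for full effect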
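Assay system: human HeLa cells, native beta-catenin; doses: 5 µM primary, 0.02–20 µM confirmation; incubation: compound treatment 24 h, 37°C, 5% CO2; technique: fluorescence imaging of beta-catenin antibody stain plus DAPI; measure: % activation, nuclear-to-cytoplasmic median beta-catenin signal ratio per cell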
Insulin prom up – insulin promoter activators in MIN6 cells, imaging, high-content screening, mouse beta cells. MIN6 insulin promoter-GFP reporter; active compounds read high. z-score at 5 µM. 190,000 compounds, 0.3% hits;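 active = z-score above 3 at 5 µM with at least 500 cells counted in the well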
Dynein cargo inh – inhibitors of GR-EGFP nuclear translocation, primary screen, dynein cargo transport inhibitor project, imaging, high-content, 3617.4 mouse cells | test concentration mostly 20 µM; stimulated with dexamethasone, 1 µM; active compounds read low | z-score, hits read low | 220,000 compounds, 0.47% hits | AID 1381, 2008;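 active = plate z-score of nuclear minus cytoplasmic receptor signal below a set negative limit, without overly bright fluorescence or cell loss, cut at about -3.5 in these data, passing the limit was not always enough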;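 note: z-score of nuclear minus cytoplasmic ring GR-EGFP intensity difference per well; some compounds called inactive have numbers as strong as hits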
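Also added – dexamethasone, 1.0 µM final · Buffer or medium – tet-free, stripped-serum medium · Schedule – induction 48 h, compound 1 h, agonist 30 min · Detection – formaldehyde fixation, Hoechst nuclear stain, 10x automated fluorescence imaging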
MT stabilizer – microtubule stabilizers in HeLa cells, primary screen, imaging, high-content imaging | % tubulin-high responders, % at 10 µM | HeLa tubulin immunostaining HCS, 24 h; share of cells brighter than vehicle mean+2SD | 200,000 compounds, 0.83% hits;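 active = plate Z-score above 3 for both tubulin-high and condensed-nucleus cell shares, with cell loss under 80%, at 10 µM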;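 note: anti alpha tubulin signal scored within the nucleus-defined area of each cell; some results filed as inactive read as strong as hits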
PMI inhibitors – inhibitors of human PMI, primary screen, biochemical, fluorescence intensity, coupled assay (AID 1209); Mannose-6-phosphate isomerase (Homo sapiens); purified PMI enzyme, coupled fluorescence intensity; higher % means a stronger effect; 190,000 compounds, 0.42% hits; inhibition, % at 20 µM, or IC50 in µM where a hit was titrated; in the data active = inhibition above about 50%;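 note: plate controls were DMSO vehicle for no effect and wells lacking substrate for full effect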
TNAP activators – human TNAP enzyme activators, primary screen, biochemical, luminescent, no phosphate acceptor, uHTS (AID 1001); Alkaline phosphatase, tissue-nonspecific isozyme (Homo sapiens); purified TNAP, luminescent activation assay, no phosphate acceptor; higher activation fold means a stronger effect; one-dose activation fold at 20 µM; EC50 in µM for titrated hits; 200,000 compounds, 0.03% hits; in the data active = activation fold from about 3, or a potency from the dose series; inactive = the rest, 99 in 100 with activation fold below about 1.6; note: many of its hits are not listed in these tables
Dynein cargo inh cytoplasmic EGFP – recorded beside Dynein cargo inh, whose call it bears; z-score; measured here: cytoplasmic GR-EGFP intensity; active compounds read high
Dynein cargo inh nuclear GR-EGFP – second read-out of Dynein cargo inh, no call of its own (marks repeat the call); z-score; measured here: nuclear GR-EGFP intensity;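 lower value marks the stronger effect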
Dynein cargo inh cell count – recorded beside Dynein cargo inh, whose call it bears; z-score; measured here: cell count per field
Insulin prom up cell count – second read-out of Insulin prom up, no call of its own (marks repeat the call); cell count; measured here: cytotoxicity, nuclei count;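 total cells summed across four imaged fields per well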
Hep lipid drop cells 6.5 µM – further read-out of Hep lipid drop, marked with its call; cell count; measured here: cell count, cytotoxicity flag;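 cells counted across two imaged fields per well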
bCat nuc transl cell count 5 µM – second read-out of bCat nuc transl, no call of its own (marks repeat the call); cell count; measured here: cell count, cytotoxicity flag
T cell modulator vesicle-bound % – second read-out of T cell modulator, no call of its own (marks repeat the call); double positive events, %; measured here: CD8+ vesicle-bound cell fraction;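 binding gate set so that unloaded-vesicle control wells show 10% double positive cells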
MT stabilizer Hoechst-high % – also measured in MT stabilizer; calls as there; % Hoechst-high responders; measured here: nuclear condensation Hoechst responders;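 share of cells brighter than vehicle mean plus two SD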
MT stabilizer cytotoxicity % – recorded beside MT stabilizer, whose call it bears; toxicity, %; measured here: cytotoxicity by cell density;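 0% = mean cell density of plate MIN control wells and 100% = no cells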
Myeloid diff MLP GFP+ MAC1+ % – recorded beside Myeloid diff MLP, whose call it bears; GFP+ MAC1+ double positive, %; measured here: differentiation confirmed by MAC1 staining
* marks the source's active call; other numbers are inactive results; i = inactive; x = not tested or not shown.

Screens in order: TNAP activators, bCat nuc transl cell count 5 µM, bCat nuc transl, Myeloid diff MLP, Dynein cargo inh cytoplasmic EGFP, Dynein cargo inh, Hep lipid drop, Dynein cargo inh nuclear GR-EGFP, MT stabilizer Hoechst-high %, Insulin prom up cell count, PMI inhibitors, T cell modulator, MT stabilizer cytotoxicity %, T cell modulator vesicle-bound %, Dynein cargo inh cell count, Insulin prom up, Myeloid diff MLP GFP+ MAC1+ %, MT stabilizer, Hep lipid drop cells 6.5 µM
> O=[N+]([O-])c1ccc(CSc2ncnc3ccccc23)cc1
→ 1, 1073, -1.8, i, 0.75, -0.02, 1, 0.47, 3.2, 1191, -5%, i, 2.6, 46, -0.039, -0.99, 1.2, 3.9, 681
> COC(=O)c1ccc(CSc2nccn2C)cc1
→ 1, 1113, -0.9, i, -0.14, 0.29, -11, -0.19, 1.8, 1765, -12%, i, 7.8, 57, -0.78, 0.08, 1.7, 3.9, 621
> CC(C)C(NC(=O)c1ccc(C(C)(C)C)cc1)C(=O)NCC(c1ccccc1)N(C)C (stereo not drawn)
→ x, 1313, -0.4, i, -0.29, 0.17, -5, -0.19, x, 1350, x, i, x, 52, 0.26, 0.44, 0.6, x, 684
> COc1ccccc1/C=C/C(=O)Oc1cccc2cccnc12
→ 1.2, 1151, -5.3, i, -0.25, -0.73, -2, -0.17, 1.8, 1493, 12%, i, 5.6, 47, 0.79, 0.15, 0.3, 2.1, 668
> CCOC(=O)N1CCN(Cc2ccccc2Cl)CC1
→ 1.2, 998, -0.7, i, -0.29, 0.52, 26, -0.5, 2.0, 1944, 4%, i, 7.2, 18, 0.51, -0.49, 1.3, 2.6, 682
> Cc1cc(NC(=O)CSc2ccc(Cl)cc2)no1
→ 1, x, x, i, -0.27, -0.84, -13, -0.29, 2.5, 1125, 11%, i, 9.9, 50, 0.45, 0.07, 0.6, 3.0, 621
> CC(C)(O)C#Cc1ccc(CN2CCCC(CO)(Cc3cccc(Cl)c3)C2)cc1 (stereo not drawn)
→ 1, 1540, 0.8, i, -0.2, -0.46, -14, 0.054, 1.8, x, x, i, 6.4, 37, 1, x, 0.3, 2.7, 589
> CCOC(=O)C(=O)c1csc(NC(=O)COc2ccc(N(C)S(=O)(=O)c3ccc(F)cc3)cc2)n1
→ 1, 1146, -4.1, i, -0.25, -0.63, 1, -0.17, 2.7, 852, 18%, i, 6.9, 25, 1.1, -0.68, 1.3, 2.9, 783
> CC(=O)Oc1cccc(N2C(=O)c3ccc(C(=O)Nc4c[nH]c(=O)[nH]c4=O)cc3C2=O)c1
→ 1.1, 1137, -0.3, i, -0.32, -1, 24, -0.48, 1.8, 1280, 1%, i, 4.5, 26, 0.53, 0.53, 0.2, 2.7, 690
> CCn1cc(Br)c(C(=O)Nc2nccs2)n1
→ 1.1, 1468, 0.6, i, -0.3, 0.085, 4, 0.49, 2.7, 1460, -3%, i, 6.2, 58, 0.69, -0.2, 0.0, 4.8, 725
> CCOC(=O)c1cc(=O)cc(C(=O)OCC)o1
→ 1.1, 1003, -6.3, i, 0.0011, -0.28, x, -0.074, 1.8, 1547, -6%, i, 7.0, 20, 0.27, 0.11, 0.1, 2.5, x
> Cc1cccc(NC(=O)c2cnc3sccn3c2=O)c1
→ 1.1, 1045, 1.5, i, 0.47, 0.75, -10, 0.9, 1.4, 1386, -24%, i, 2.7, 30, -0.82, -0.03, 1.2, 1.9, 720
> Cc1cnc(-c2nnc(N(C)C(=O)c3cccnc3)s2)cn1
→ 1, x, x, i, -0.22, -0.57, x, 0.09, 2.1, x, 3%, i, 9.2, 50, 0.2, x, 1.3, 4.8, x
> Cc1c(Cl)c([N+](=O)[O-])nn1CCCC(=O)Nc1cccc(Cl)c1
→ 1, 1043, 3.3, i, -0.27, -0.1, -4, -0.18, 3.9, 1433, 15%, i, 2.8, 19, -0.15, 1.2, 2.0, 3.2, 593
> O=C(NNC(=O)c1cccnc1SCc1cccc([N+](=O)[O-])c1)c1ccc(F)cc1
→ 1.8, 1176, -2.2, i, -0.22, -0.59, -8, -0.33, 2.3, 1470, 12%, i, 7.4, 6, 0.23, 0.25, 0.1, 3.3, 558
> C#CCOCCOCCOCCNc1nc(N2CCN(C(=O)[C@H]([C@@H](C)CC)n3cc([C@@H](N)CC(C)C)nn3)CC2)nc(N2CCN(C(=O)[C@H](CCCCN)n3cc([C@@H](N)CO)nn3)CC2)n1
→ 1.1, 1175, -0.7, i, -0.25, -0.62, -10, -0.047, 1.1, 1405, -15%, i, 5.4, 24, 0.56, -1.2, 0.3, 3.2, 702
> C=CCn1c(=O)c2ccccc2n2c(SCC(=O)Nc3sc(C(=O)N(CC)CC)c(C)c3C(=O)OCC)nnc12
→ 1.1, 924, 3.1, i, -0.15, -0.77, -4, -0.34, 2.1, x, 7%, i, 8.6, 59, 0.08, x, 0.5, 5.4, 641
> O=C(CCSCc1ccccc1Cl)NCc1cccs1
→ 1.1, 1126, -0.5, i, -0.2, -0.42, -2, -0.24, 1.4, 1267, 1%, i, 1.5, 42, 0.3, 0.75, 0.7, 1.8, 703
> COc1cc(NC(=O)Cn2nc(C(F)(F)F)c3c2CCCC3)cc(OC)c1OC
→ 1, 1107, 4.2, i, -0.23, 0.46, -1, 0.21, 1.6, 859, 12%, i, 10, 24, 0.39, -0.4, 0.8, 2.9, 752
> COc1ccc(NC(=O)Cn2c(=O)n(Cc3ccco3)c(=O)c3ccccc32)cc1
→ 1, 1187, -3.6, i, 0.12, 0.26, 2, 0.51, 2.0, 891, 8%, i, 6.1, 38, 0.044, -0.13, 2.2, 2.7, 796
> O=C(NNS(=O)(=O)c1ccc(Br)cc1)c1csnn1
→ 1, 1096, -1.9, i, 1.3, -0.26, 13, 0.068, 2.0, 1520, -4%, x, 8.1, x, 0.05, 0.66, 0.4, 1.5, 664
> CCCn1nc(Oc2nc(NCC)nc(NC(C)C)n2)ccc1=O
→ 1.1, 1308, 0.6, i, -0.18, -0.71, x, -0.12, 1.7, 1175, 2%, i, 1.3, 56, 0.14, -0.83, 0.7, 3.4, x
> Cc1ccc(C2=NC3(CCCC3)N=C2SCC(=O)Nc2ccc3c(c2)OCCO3)cc1
→ 1.1, 487, 1.1, i, -0.13, 2.1, x, 2.3, 2.2, 1111, 20%, i, 6.2, 61, -1.6, 0.9, 2.9, 4.0, x
> CCOc1ccc(=O)n(-c2ccccc2)n1
→ 1, 1018, -2.0, i, -0.28, 0.066, 0, 0.15, 1.2, x, -17%, i, 65, 41, 0.15, x, 1.6, 4.7, 693
> O=C(NCCc1ccccc1)C(=O)NCC1OCCN1S(=O)(=O)c1ccccc1 (stereo not drawn)
→ x, 1259, -0.3, i, -0.25, -1.2, 19, 0.033, x, 1049, x, i, x, 15, 0.093, -0.08, 0.4, x, 654
> Cc1cc2nnc(SCC(=O)N3C(C)CCCC3C)n2c(N)n1 (stereo not drawn)
→ 1, 1103, -0.2, i, -0.25, -0.32, 4, 0.06, 3.3, 1211, 15%, i, 6.5, 12, 0.67, 0.32, 8.1, 7.9, 777
> Cn1c2c(c(O)c(-c3ccccc3)c1=O)C(=O)CC(C)(C)C2
→ 0.9, 967, -0.7, i, -0.22, -0.65, 2, -0.48, 2.0, 1380, -9%, i, 3.1, 18, 0.73, 0.09, 0.7, 3.3, 586
> CCN1CCN(c2ccc([N+](=O)[O-])cc2S(=O)(=O)N2CCOCC2)CC1
→ 1, 1104, -3.9, i, -0.26, 0.19, 8, 0.6, 2.9, 1598, -5%, i, 8.7, 60, -1.1, 1.2, 0.0, 2.6, 694
> O=C1CSc2ccc(C(=O)N3CCN(c4ccccn4)CC3)cc2N1
→ 1.1, 854, 1.1, i, -0.38, 0.32, x, -0.0064, 2.3, 1547, 3%, i, 3.5, 13, -0.24, 0.9, 0.6, 3.3, x
> CC(/C=C/c1ccco1)=N/NC(=O)C1COc2ccccc2O1 (stereo not drawn)
→ x, 1238, 2.3, i, -0.2, -0.99, -1, 0.14, x, 1142, x, i, x, 31, -0.21, 0.25, 0.6, x, 700
> COc1ccc(C2C(C(=O)NCCN(C)C)c3cc(OC)c(OC)cc3C(=O)N2C)cc1OC (stereo not drawn)
→ 1.1, 1085, -1.3, i, -0.23, -0.63, -7, 0.34, 3.0, 1851, 1%, i, 3.6, 59, 0.57, -0.11, 1.4, 3.6, 717
> COc1ccc(N2C(=O)CSC2c2cccc(OC)c2OC)cc1 (stereo not drawn)
→ 1.1, 955, -1.8, i, -0.13, 0.98, -15, 0.52, 1.8, x, 17%, i, 2.1, 48, -0.84, x, 0.4, 4.7, 528

Compound activity (PubChem)
